m-calpain inh – inhibitors of pig calpain II, primary screen, biochemical, fluorogenic peptide substrate, 1536-well; purified calpain II, 30 min; 220,000 tested, 0.37% active; inhibition, % at 16 µM; AID 1236, 2008;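 active = inhibition above about 50%, limit read from the data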
EP2 antag – human EP2 receptor antagonists, primary screen, TR-FRET cAMP, C6 glioma cells | inhibition, % at 25 µM | Prostaglandin E2 receptor EP2 subtype (Homo sapiens), P43116 | 260,000 tested, 0.52% active | C6 glioma cells expressing human EP2; cells stimulated with saturating PGE2;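 active = percent inhibition above 40 after rounding to a whole number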;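 also: rat C6 glioma host cells with rolipram phosphodiesterase inhibitor present; the protocol text gives 20 µM as final concentration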
Target sequence (P43116 whole entry, looked up): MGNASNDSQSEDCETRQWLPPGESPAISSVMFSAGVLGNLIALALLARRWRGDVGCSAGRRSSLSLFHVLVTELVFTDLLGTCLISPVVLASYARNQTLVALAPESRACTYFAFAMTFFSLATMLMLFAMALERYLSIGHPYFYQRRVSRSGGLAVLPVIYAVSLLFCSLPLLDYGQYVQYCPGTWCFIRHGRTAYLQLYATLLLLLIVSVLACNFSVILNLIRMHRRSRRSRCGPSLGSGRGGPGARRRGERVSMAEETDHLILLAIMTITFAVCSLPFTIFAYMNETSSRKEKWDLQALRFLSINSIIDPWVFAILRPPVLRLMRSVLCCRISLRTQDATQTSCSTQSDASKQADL
EP2 mod – EP2 receptor modulators, cAMP readout, primary screen, cell-based, HTRF cAMP, PGE2 stimulation; Prostaglandin E2 receptor EP2 subtype (Homo sapiens), P43116; 260,000 tested, 0.83% active; induction, % at 25 µM; EP2-expressing cells, cAMP HTRF FRET, PGE2 co-stimulation;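 active = compounds whose cAMP rise, as percent of the full-agonist control response, exceeds 60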;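 also: rat C6 glioma line stably carrying human EP2 under a CMV promoter; the protocol text gives 20 µM as final concentration; 100% = response of wells given 1 µM PGE2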
Tb hexokinase – Trypanosoma brucei hexokinase 1 inhibitors, primary screen, biochemical, G6PDH-coupled NADH absorbance, MLSCN library; AID 1430, 2008; 220,000 tested, 0.11% active; inhibition, % at 10 µM; recombinant TbHK1, G6PDH-coupled NADH A340;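 active = inhibition of 50% or more in the single-dose primary screen; inactive = inhibition below 50%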
zVAD death inh – inhibitors of zVAD-triggered necroptosis, primary screen, L929 cells; viability rescue, % at 10 µM; 220,000 tested, 0.38% active; L929 zVAD necroptosis rescue, ATP luminescence, 24 h; with zVAD 60 µM;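 active = activation, scaled between plate controls, above about 75%, limit read from the data; inactive = activation under that limit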;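 also: 0% = zVAD with DMSO and 100% = DMSO alone without zVAD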
eIF4E-4G inh – eIF4E–eIF4G protein interaction inhibitors, primary screen, biochemical, uHTS, TR-FRET, eIF4GI fragment; 220,000 tested, 0.37% active; Eukaryotic translation initiation factor 4E (Mus musculus) + Eukaryotic translation …; TR-FRET eIF4E-eIF4GI(517-606) binding, 2 h; inhibition, % at 21.7 µM;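 active = inhibition above about 30%, limit read from the data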;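 also: 0% = full FRET control wells and 100% = background wells lacking eIF4GI fragment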
14-3-3 Bad PPI – inhibitors of 14-3-3 zeta/Bad binding, primary screen, biochemical, TR-FRET, bovine 14-3-3 zeta; 14-3-3 protein zeta/delta (Bos taurus), P63103; TR-FRET 14-3-3zeta/Dy647-pBad peptide displacement, 1 h; inhibition, % at 21.7 µM; 220,000 tested, 0.71% active;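 active = inhibition above about 70%, limit read from the data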;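 also: 0% = full 14-3-3 plus peptide FRET controls and 100% = background without 14-3-3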
Target sequence (P63103 whole entry, looked up): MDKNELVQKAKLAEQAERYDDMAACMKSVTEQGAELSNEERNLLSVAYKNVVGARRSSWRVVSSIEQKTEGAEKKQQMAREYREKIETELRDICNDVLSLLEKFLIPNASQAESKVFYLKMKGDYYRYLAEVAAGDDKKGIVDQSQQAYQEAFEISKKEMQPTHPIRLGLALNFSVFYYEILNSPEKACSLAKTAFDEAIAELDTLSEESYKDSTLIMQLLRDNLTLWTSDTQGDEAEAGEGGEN
Hck-Nef inh – inhibitors of Nef-activated human Hck kinase, primary screen, biochemical, Z-Lyte FRET, 384-well, Hck-YEEI. Tyrosine-protein kinase HCK (Homo sapiens), P08631. Recombinant Hck-YEEI plus Nef, Z-Lyte FRET kinase assay. 220,000 tested, 0.68% active. inhibition, % at 20 µM;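 active = Hck-Nef kinase inhibition above about 50%, limit read from the data; inactive = inhibition below that limit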;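 also: 0% = DMSO with Hck plus Nef and 100% = Hck alone without Nef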
Rad51 HR inh – human RAD51 strand exchange inhibitors, primary screen, biochemical, fluorescence; DNA repair protein RAD51 homolog 1 (Homo sapiens), Q06609; hRad51 DNA strand exchange, fluorescence dequenching; inhibition, % at 10 µM; 200,000 tested, 0.085% active;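 active = inhibition above 40% at the single screening dose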;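 also: 0% = DMSO control wells and 100% = blanks with heterologous ssDNA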
Target sequence (Q06609 whole entry, looked up): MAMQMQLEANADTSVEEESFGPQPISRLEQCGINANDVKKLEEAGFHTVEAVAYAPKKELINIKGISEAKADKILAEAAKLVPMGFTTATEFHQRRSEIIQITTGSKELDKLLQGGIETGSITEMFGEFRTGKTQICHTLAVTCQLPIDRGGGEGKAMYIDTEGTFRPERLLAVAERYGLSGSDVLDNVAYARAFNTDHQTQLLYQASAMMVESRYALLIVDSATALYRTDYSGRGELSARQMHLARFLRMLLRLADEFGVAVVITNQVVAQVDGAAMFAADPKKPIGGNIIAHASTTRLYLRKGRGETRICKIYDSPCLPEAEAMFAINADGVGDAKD
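Test system: preformed human Rad51 ssDNA filaments. Compound dosing: single dose, 10 µM final compound. Incubation: filaments 15 min 37 °C, then compound 30 min. Technique: FRET fluorescence dequenching, excitation 485 nm, emission 520 nm. Read-out basis: percent inhibition from fluorescence, normalised to plate control and blank means. Benchmarks: plate controls and plate blanks.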
* hit, by the source's call; x = no result given; & = joins results of further samples; [ ] = another dose, or the depositor's remark. These rows are one share of the data; rates above refer to the full screens.

SMILES	m-calpain inh	EP2 antag	EP2 mod	Tb hexokinase	zVAD death inh	eIF4E-4G inh	14-3-3 Bad PPI	Hck-Nef inh	Rad51 HR inh
COc1ccc(NC(=O)c2ccc(NCCN3C(=O)CCC3=O)c([N+](=O)[O-])c2)cc1	-43	6	-28	-1	0.8	9	13	22	6
O=C(O)CCNC(=O)c1ccc(NC(=O)Cc2ccc(Cl)cc2)cc1	-15	7	18	-2	1.5	0	-9	12	-5
COc1ccc(CN2C(=O)c3ccccc3C2C(=O)NC2CCC(C)CC2)c(OC)c1 (stereo not given)	-19	7	-3	-6	-0.7	1	-12	-2	6
O=C(Nc1ccc2c(c1)CCC2)c1cc(S(=O)(=O)Nc2ccc(F)cc2)c(Cl)cc1Cl	-54	7	-31	15	1.0	14	-15	-2	3
CN(C(=O)c1cccnc1)c1nnc(-c2cccnc2)s1	-25	10&13	16&-12	-7	1.3	8[fluorescence artefact?]	5[fluorescence artefact?]	0	-1
O=C(O)C1C2C=CC3(CN(CC(O)COc4ccccc4)C(=O)C13)O2 (stereo not given)	-35	10	11	1	-0.5	-8[fluorescence artefact?]	-5	1	3
Cc1ccc(Cl)cc1NC(=O)c1ccc(CSc2nnnn2C)cc1	-34	2	-27	0	0.0	-5	-11	0	2
Cc1cccc(C(=O)N[C@H](C(=O)Nc2cccc(S(=O)(=O)N3CCCC3)c2)C(C)C)c1	-13	6	26	-4	0.1	-11	-5	20	13
Cc1ccsc1-c1nc(CN(C)C(C2CC2)C2CC2)c(C)o1	-16	8	16	2	-1.6	-2	-2	20	1
COc1cc(-c2nnc(Cn3cc(C(F)(F)F)ccc3=O)o2)cc(OC)c1OC	-15	7	15	2	-0.3	0	3[fluorescence artefact?]	1	-3
O=c1[nH]ncc(N2CCN(Cc3ccccc3)CC2)c1Cl	-27	6	-22	-11	1.3	1	-13	22	33
O=C(Nc1ccc(N2CCOCC2)cc1)NC1CCCCC1	4	7	16	2	5.1	2	5	0	9
O=c1cc(N2CCCC2)c(-c2ccccc2)n[nH]1	-11	7	-2	-8	0.4	2	-3	3	x
CNc1ccc(Br)cc1C(O)c1ccccc1 (stereo not given)	14	10	30	-3	1.1	1	6	9	x
O=C(Cc1ccc(-n2c(=O)[nH]c3ccccc3c2=O)cc1)N1CCN(c2ccccc2)CC1	19	8	18	6	0.9	-6	-8	0	4
Cn1c(SCC(=O)N2CCN(c3ccccc3)CC2)nnc1-c1cc2ccccc2o1	-26	12	-1	-3	0.7	3[fluorescence artefact?]	-1	0	7
COc1ccc(C(=O)Nc2ccc3oc(-c4cccc(Cl)c4)cc(=O)c3c2O)cc1	-31	15	1	-5	0.2	11	28	42	6
CC(C)(/C=N/NC(=O)CSCc1ccc(Cl)cc1)CCC#N	-9	4	-9	-1	2.0	1	-9	23	4
CC(C)(C)c1nn2cnnc2n(/N=C/c2cccc3ccccc23)c1=O	12	28	2	-10	1.6	2[fluorescence artefact?]	8	2	-2
Cc1ccc(N=Cc2cc(Cl)cc(Cl)c2O)nc1	-7	18	30	-5	0.4	7[fluorescence artefact?]	13	0	0
COCCn1nnnc1C(c1ccccc1)N1CCN(c2ccccc2)CC1 (stereo not given)	-10	9	6	-4	0.0	5	65	7	-1
Nc1ccc(C#Cc2ccccc2)cc1	5	13	-28	-3	-0.2	-6[fluorescence artefact?]	-5	0	-10
N=c1sccn1CC(=O)N1CCc2ccccc21	28	7	-19	-7	0.6	-6[fluorescence artefact?]	-1[fluorescence artefact?]	0	3
Cc1ccc(C(=O)N/N=C/c2cn(Cc3ccccc3)c3ccccc23)cn1	-18	9	-16	-42	1.9	6	2	12	-15
CCNC(=S)N1CCN(CC)CC1	-26	6	35	2	1.3	3	20	3	2
Cn1c(=O)n(C)c2cc(C(=O)Nc3ccc4c(c3)OCO4)ccc21	-10	20&5	11&-42	1	0.8	-4	1	13	8
Cc1c(CCOC(=O)CC23CC4CC(CC(C4)C2)C3)sc[n+]1CC(=O)c1ccc(Br)cc1	10	x	-26	16	0.6	0	-9	5	x
O=C1CSC2=NCN(c3ccccc3)CN12	-42	5	-7	-1	0.3	-2[fluorescence artefact?]	6	-1	4
Clc1ccc(OCc2nn3c(C4CCCCC4)nnc3s2)c(Cl)c1	27	15	35	-3	0.2	0[fluorescence artefact?]	4[fluorescence artefact?]	0	6
Fc1ccc(N2CCN(C(c3cccs3)c3nnnn3CCc3ccccc3)CC2)cc1 (stereo not given)	-2	9	35	7	-0.9	-2	3	-5	-3
COc1cc(CC(=O)Nc2ncc(C)s2)cc(OC)c1OC	11	16	-6	1	0.0	0	-1	0	-2
CCOC(=O)CSCC(=O)N1N=C(c2cccs2)CC1c1ccc(F)cc1 (stereo not given)	18	5	25	-9	2.2	-2	5	2	0
O=C(c1ccccn1)c1ncc(C(F)(F)F)cc1Cl	-18	4	1	5	0.3	3	1	0	-2
Fc1ccc(C2CC(c3cccs3)=NN2C(=S)Nc2ccccc2)cc1 (stereo not given)	-34	12	11	-24	0.1	-6	-4[fluorescence artefact?]	2	0
CC(=O)Nc1nc(N(C)C)nc(N(C)C)n1	-10	16&4	-24&3	-5	2.4	1	-7	22	10
O=C(NCCCN1CCN(c2cccc(Cl)c2)CC1)C1(S(=O)(=O)c2ccc(Cl)cc2)CC1	-25	7	5	-5	0.7	-2[fluorescence artefact?]	-6	-23	-2
Cc1oc2ccc(O)cc2c1C(=O)c1ccc(Cl)cc1	13	6	12	-4	-0.1	-2	3	-1	-1
COC(=O)c1cccc(/C=N/NC(N)=S)c1O	-102	5	-33	-19	2.1	2	1	-79	8
CC1Cc2ccccc2N1C(=O)CO/N=C/c1ccc(OC(F)F)cc1 (stereo not given)	36	12	-53	5	1.2	-2	-2	4	12
O=C(O/N=C1\CCCc2ccccc21)c1cccc(Cl)c1	18	5	17	0	-0.1	4	12	1	1
COc1ccc(Cl)cc1NC(=S)NCCN1CCOCC1	1	2	-23	3	1.1	-3	-9	16	-3
CC1(C)CC(NC(=O)C23CCC(C)(C(=O)C2)C3(C)C)CC(C)(C)N1 (stereo not given)	12	1	4	4	1.4	-1	-1	1	-3
CCN(CCCNC(=O)c1cn(CC)c2ccc(S(=O)(=O)N(C)C)cc2c1=O)c1cccc(C)c1	-11	7	2	-14	-0.4	5	5	1	-6
CC(Sc1nnc(Nc2ccccc2)s1)C(=O)Nc1nc(-c2ccccc2)cs1 (stereo not given)	-106	4	-28	-10	0.5	-3	-8	7	x
O=C(Nc1ccc(N2CCN(C(=O)c3ccco3)CC2)cc1)c1ccc2c(c1)OCO2	-11	9	3	2	-0.7	1	3	6	0
COc1ccc(C(=O)NC(=S)NNC(=O)c2c(-c3ccccc3)noc2C)cc1	-3	8	0	1	1.1	1	-10	3	0
CCc1ccc(Nc2ccc(S(=O)(=O)N3CCOCC3)cc2[N+](=O)[O-])cc1	31	11	-13	6	-0.5	3[fluorescence artefact?]	3	0	6
Cc1cccc(NC(=O)C2CCCN2S(=O)(=O)c2ccc(F)cc2)c1C (stereo not given)	-42	3	2	3	1.6	4	8	1	-8
O=S(=O)(Nn1cnnc1)c1ccccc1Cl	6	15	14	4	-0.7	-1	28[fluorescence artefact?]	3	-6
O=c1[nH]c(O)c(C=Nc2ccc(Cl)cc2Cl)c(=O)[nH]1	-35	19	-64	-12	0.8	-5	-6	23	14
COc1ccc(S(=O)(=O)N2CCC(C(=O)NCc3ccccn3)CC2)cc1C	-6	9&9	-1&-6	1	-0.7	-12[fluorescence artefact?]	6[fluorescence artefact?]	6	x
CCC(C)(C)c1ccc(Oc2cccc(C(=O)O)c2)cc1	16	9&17	-1&13	-1	0.6	-1	-14	1	-2
Cc1cc(C)nc(-n2nc(C)c(Oc3ccccc3O)c2C)n1	-5	11	4	-5	1.4	-1	1	1	-7
CC(C)=CCN1CCN(Cc2nc(C(C)C)cs2)CC1CCO (stereo not given)	-2	5	4	-6	0.0	2	0	3	21
CCN1C(=O)/C(=C2\C=Cc3ccccc3N2CC)OC1=S	x	10	x	-2	-0.1	x	x	1	-6
CCOc1cc(/C=C2\N=C(C)OC2=O)cc(Br)c1OCC(=O)OC	-5	15	-53	-6	0.1	-4	-2	0	4
O=c1[nH]c2ccsc2c(=O)n1CCO	-12	4	11	5	0.1	-7	-2	16	12
O=C(CCCSc1nc(-c2ccco2)cc(C(F)(F)F)n1)NCC1CCCO1 (stereo not given)	-18	11&11	-2&-14	-23	-0.6	2	-8	7	7
CCOC(=O)c1ccc(-n2c(C)ccc2C)cc1	-16	2	28	0	2.0	-3	-10[fluorescence artefact?]	-6	-6
Cc1ccc(S(=O)(=O)N(C)C)cc1NC(=S)NC(C)CCC(C)C (stereo not given)	6	12	-25	5	1.2	2	3	9	7

A second format for some results above:
O=S(=O)(Nn1cnnc1)c1ccccc1Cl
  m-calpain inh: 6	EP2 antag: 15	EP2 mod: 14	Tb hexokinase: 4	zVAD death inh: -0.7	eIF4E-4G inh: -1	14-3-3 Bad PPI: 28[fluorescence artefact?]	Hck-Nef inh: 3	Rad51 HR inh: -6
O=c1[nH]c(O)c(C=Nc2ccc(Cl)cc2Cl)c(=O)[nH]1
  m-calpain inh: -35	EP2 antag: 19	EP2 mod: -64	Tb hexokinase: -12	zVAD death inh: 0.8	eIF4E-4G inh: -5	14-3-3 Bad PPI: -6	Hck-Nef inh: 23	Rad51 HR inh: 14

(next part)
SMILES	m-calpain inh	EP2 antag	EP2 mod	Tb hexokinase	zVAD death inh	eIF4E-4G inh	14-3-3 Bad PPI	Hck-Nef inh	Rad51 HR inh
CCN1C(=O)/C(=C2\Sc3ccccc3N2CC)OC1=S	-69	12	30	-4	x	-5	-66[fluorescence artefact?]	7	12
O=[N+]([O-])c1cccc(P(=O)(O)c2cccc([N+](=O)[O-])c2)c1	-14	9	39	-11	-0.6	-8	2	20	14
COc1ccc(-n2nccc2-c2nn(-c3cccc(OC)c3)c(=O)n(C)c2=O)cc1	21	11	17	-17	0.4	2	1	-2	-4
CCOc1ccc(OCC)c(NC(=O)CCS(=O)(=O)c2ccc(Br)s2)c1	2	5	-27	11	0.7	20[fluorescence artefact?]	8	0	6
c1ccc(-c2noc(CN3CCCC(OCc4ccccn4)C3)n2)cc1 (stereo not given)	-30	9	24	-4	1.6	-5	-13	22	5
CCN(CC)CCNC(=O)c1ccc(N2CCCCC2)c(NS(=O)(=O)c2ccc(C)cc2)c1	-103	-2	-3	1	-0.4	7[fluorescence artefact?]	-4[fluorescence artefact?]	1	3
CCc1cccc(CC)c1NC(=S)/C(=C(\[O-])c1ccc(Cl)s1)[n+]1ccccc1	-11	10	0	-4	-0.7	-1	-10	2	-6
CC1CCCCN1C(=O)Cn1cnc2cc([N+](=O)[O-])ccc2c1=O (stereo not given)	15	2	-25	3	-0.4	0	22	15	-15
